# Bioassay records: PubChem BioAssay, several laboratories
# KLK5 inh: human KLK5 protease inhibitors, primary screen, biochemical, 1536-well | Kallikrein-5 (Homo sapiens), Q9Y337 | recombinant hK5, fluorogenic AMC substrate cleavage | inhibition, % at 5 µM | 0.59% of 210,000 active;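 active means inhibition of 40% or more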;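 further: 0% = enzyme controls without compound and 100% = no-enzyme blanks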
# Thrombin inh: human alpha-thrombin inhibitors, primary screen, counter-screen for coagulation protease inhibitor project, biochemical, 1536-well, fluorogenic AMC substrate; Prothrombin (Homo sapiens), P00734; Boc-VPR-AMC fluorogenic substrate cleavage; inhibition, % at 5 µM; 0.26% of 220,000 active; AID 1046, 2008;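 active means inhibition at or above 40%; inactive means inhibition below 40%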;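 further: 0% = enzyme with no compound and 100% = wells without enzyme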
#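 Material: human alpha-thrombin protein. Incubation: reaction at ambient temperature. Technique: fluorescence of released AMC, ex 355 nm, em 460 nm. Control set: no-compound enzyme wells and no-enzyme blanks. Also added: Boc-VPR-AMC substrate, 15 µM final. Buffer or medium: pH 7.5 Tris (50 mM) with NaCl 150 mM, Tween 20 0.05%.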
# Cl transport mod: KCC2 cotransporter modulators, thallium flux, primary screen, cell-based, HEK293 KCC2, FluoZin-2 fluorescence, MLSMR. Solute carrier family 12 member 5 (Homo sapiens), Q9H2X9. KCC2 cells, thallium flux FluoZin-2 fluorescence. B-score of Tl+ flux slope (higher = more flux/activation; lower = inhibition) at 10 µM. 2.2% of 190,000 active. AID 1456, 2008;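 active means thallium flux slope and its plate-corrected score both differing from the plate sample mean at a set confidence after two filtering rounds, in either direction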;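 further: slope of fluorescence scaled to starting intensity during 10 to 20 s after thallium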
# EBV gp42 block: Epstein-Barr virus gp42 inhibitors, primary screen, biochemical, uHTS, fluorescence polarization | Glycoprotein 42 (Epstein-Barr virus (strain AG876)), Q1HVG2 | inhibition, % (tested at 21.74 µM) | 0.42% of 220,000 active | Fluorescence polarization binding assay, mP read-out; in the data active means inhibition above about 50%
# Target sequence (Q1HVG2 whole entry, looked up): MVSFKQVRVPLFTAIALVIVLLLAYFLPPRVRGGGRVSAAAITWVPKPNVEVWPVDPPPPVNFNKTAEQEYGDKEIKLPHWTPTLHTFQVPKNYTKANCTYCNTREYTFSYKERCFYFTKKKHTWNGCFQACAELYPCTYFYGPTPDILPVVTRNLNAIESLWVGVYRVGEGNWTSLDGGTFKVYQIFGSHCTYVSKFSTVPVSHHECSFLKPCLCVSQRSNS
# Furin inh: human furin inhibitors, primary screen, biochemical, fluorescence intensity. P09958. purified furin, fluorogenic substrate cleavage. inhibition, % at 30 µM. 0.061% of 220,000 active. AID 463115, 2010; in the data active means inhibition above about 25%; further: inactives centre near -15
# p47phox inh: p47phox/p22phox peptide binding inhibitors, primary screen, biochemical, uHTS, NADPH oxidase regulatory subunit. fluorescence polarization, 2 h. inhibition, % at 24.7 µM. 0.53% of 220,000 active. AID 1274, 2008;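 further: 0% = p47phox with labelled peptide and 100% = labelled peptide alone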
# Target sequence (P14598 whole entry, looked up): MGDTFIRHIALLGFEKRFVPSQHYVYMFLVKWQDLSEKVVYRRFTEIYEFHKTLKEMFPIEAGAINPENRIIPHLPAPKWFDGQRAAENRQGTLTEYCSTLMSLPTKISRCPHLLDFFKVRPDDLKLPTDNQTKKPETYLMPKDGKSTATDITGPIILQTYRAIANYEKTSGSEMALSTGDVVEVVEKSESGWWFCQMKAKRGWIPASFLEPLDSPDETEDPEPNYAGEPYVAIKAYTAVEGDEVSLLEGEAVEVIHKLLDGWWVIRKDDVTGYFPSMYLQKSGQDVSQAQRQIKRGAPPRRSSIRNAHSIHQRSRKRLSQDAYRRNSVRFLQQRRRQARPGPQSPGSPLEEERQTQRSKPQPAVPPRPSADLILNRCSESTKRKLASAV
# Rad51 HR inh: human RAD51 strand exchange inhibitors, primary screen, biochemical, fluorescence; hRad51 DNA strand exchange, fluorescence dequenching; DNA repair protein RAD51 homolog 1 (Homo sapiens), Q06609; inhibition, % at 10 µM; AID 1385, 2008; 0.085% of 200,000 active;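 active means inhibition above 40% at the single screening dose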;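 further: 0% = DMSO control wells and 100% = blanks with heterologous ssDNA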
#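 Test system: preformed human Rad51 ssDNA filaments. Compound dosing: single dose, 10 µM final compound. Incubation: filaments 15 min 37 °C, then compound 30 min. Technique: FRET fluorescence dequenching, excitation 485 nm, emission 520 nm. Read-out basis: percent inhibition from fluorescence, normalised to plate control and blank means. Benchmarks: plate controls and plate blanks.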
# eIF4E 4G PPI: eIF4E–eIF4G protein interaction inhibitors, primary screen, biochemical, uHTS, TR-FRET, eIF4GI fragment. TR-FRET eIF4E-eIF4GI(517-606) binding, 2 h. inhibition, % at 21.7 µM. 0.37% of 220,000 active. AID 782, 2007;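 further: 0% = full FRET control wells and 100% = background wells lacking eIF4GI fragment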
# 14-3-3 Bad PPI: inhibitors of 14-3-3 zeta/Bad binding, primary screen, biochemical, TR-FRET, bovine 14-3-3 zeta. 14-3-3 protein zeta/delta (Bos taurus), P63103. TR-FRET 14-3-3zeta/Dy647-pBad peptide displacement, 1 h. inhibition, % at 21.7 µM. 0.71% of 220,000 active;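 active means inhibition above about 70%, limit read from the data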;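 further: 0% = full 14-3-3 plus peptide FRET controls and 100% = background without 14-3-3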
# Target sequence (P63103 whole entry, looked up): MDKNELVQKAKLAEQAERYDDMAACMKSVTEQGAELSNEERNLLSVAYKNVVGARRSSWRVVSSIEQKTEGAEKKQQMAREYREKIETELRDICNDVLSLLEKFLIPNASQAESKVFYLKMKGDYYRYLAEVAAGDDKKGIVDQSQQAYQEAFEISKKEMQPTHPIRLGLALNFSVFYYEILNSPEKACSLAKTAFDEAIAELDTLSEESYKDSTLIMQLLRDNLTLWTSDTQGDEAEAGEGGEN
# * hit, by the source's call; . = no result given; [ ] = dose if it differs, or a comment.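 How the source made its calls, unless noted: active means inhibition above about 30% (limit read from the data); inactive means the rest.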
SMILES,KLK5 inh,Thrombin inh,Cl transport mod,EBV gp42 block,Furin inh,p47phox inh,Rad51 HR inh,eIF4E 4G PPI,14-3-3 Bad PPI
Cc1ccc(NC(=S)N2CCN(S(=O)(=O)c3c(F)cccc3F)CC2)cc1C,1,17,0.69,2,-19,-1,-1,-6,-11
COc1ccc(NC2=NCC(=O)N2c2ccccc2F)c(OC)c1,-19,-4,-1.3,-2,-22,3,-6,-9[fluorescence artefact?],42[fluorescence artefact?]
CN(C)c1nc(Oc2ccc(N)cc2)nc(N(C)C)n1,-13,3,0.19,-10,1[20 µM],-16,0,3,-6
Cc1ccc(CN(C(=O)c2cc(=O)c3cc(Cl)c(C)cc3o2)C2CCS(=O)(=O)C2)cc1 (stereo not drawn),8,4,0.65,-5,4[20 µM],-16,0,-6,-7
CC(C)CNc1oc(-c2ccc(F)cc2)nc1C#N,-6,-8,0.11,-12,-42,-21,1,2,4
CCOC(=O)CNC(=O)C1(c2ccccc2)CCCC1,-3,0,.,-7,-16[20 µM],-7,3,-1,-2
COc1cc(/C=C(/NC(=O)c2ccccc2)C(=O)Nc2ccc(O)cc2)c([N+](=O)[O-])cc1OC,-1,8,-0.27,-17,-5,-1,-1,8,-3[fluorescence artefact?]
Cc1cccn2c(Nc3ccccc3)c(-c3ccccn3)nc12,-4,-8,-0.35,-3,-18,21,5,3,-11
CC(C)C(=O)OCCN=C1NS(=O)(=O)c2ccccc21,-21,-2,-5.6,-5,-10[20 µM],-2,4,-4,-12
CC(C)C(C(=O)Nc1ccc2c(c1)OCCOCCOCCOCCO2)N1C(=O)c2ccccc2C1=O (stereo not drawn),3,-7,0.16,3,-15,-1,5,1,-10
O=C(NCc1ccccc1Cl)c1ccc2c(=O)n(CCCN3CCCC3=O)c(=S)[nH]c2c1,-6,0,0.095,-19,-18,-5,-8,12,7
Cc1cc(OCC(O)CN(CCO)CCO)ccc1Cl (stereo not drawn),0,-2,-0.027,-1,-29,0,5,7[fluorescence artefact?],35[fluorescence artefact?]
COc1ccc(OCC(=O)N2CCOCC2)cc1,-2,4,-0.31,-16,-24,-7,-2,-21[fluorescence artefact?],-6[fluorescence artefact?]
CCOC(=O)/C(C#N)=C/Nc1ccsc1C(C)=O,16,4,0.94,-14,-9,7,15,-4,3
COCCNC(=O)C(=O)Nc1ccc(Cl)cc1C,.,-3,-0.31,-8,-22,-6,.,8,-3
O=C(O)/C=C/C(=O)NNC(=O)c1ccc(Cl)cc1Cl,2,7,0.23,-14,-19,-4,.,0,-4
CCCC(=O)Nc1ccc2oc(-c3ccncc3)nc2c1,2,-4,-0.31,-4,-13,6,0,-24,-3
CC(=O)CC(C)=NCCN=C(C)CC(C)=O,5,-1,0.55,-13,-20,-4,0,0,40
Cc1ccc(NC(=S)NCCCN2CCOCC2)cc1,-27,-14,0.25,-3,6,-1,9,3,-9
CCOC(=O)C1=C(CC)OC(N)=C(C#N)C1c1ccc(NC(C)=O)cc1 (stereo not drawn),-15,-5,0.9,2,-12,3,.,4,-7
O=C(N/N=C/C=C\c1cccc([N+](=O)[O-])c1)c1ccccn1,-14,-5,-0.73,-2,-10,-1,-3,2,-1[fluorescence artefact?]
CC(=O)N1N=C(c2cccc(Cl)c2)OC1c1cccc([N+](=O)[O-])c1 (stereo not drawn),-9,4,-0.52,5,-20,-10,-3,-3[fluorescence artefact?],18[fluorescence artefact?]
COc1ccc(N2CCN(CCCNC(=O)Nc3ccccc3)CC2)cc1,15,19,0.39,1,2[20 µM],-15,4,-2,9[fluorescence artefact?]
O=C(CNC(=O)C1CCCCC1)Nc1ccc(Cl)cc1,-20,0,.,1,-16[20 µM],-15,-4,1,0
Cc1cc(/C=C(\C#N)C(=O)NCc2cccs2)c(C)n1-c1ccccc1F,4,-15,-0.19,-12,-24[20 µM],-40,7,8[fluorescence artefact?],5
CCCCSc1nnc(-c2ccc(OC)cc2)n1C,3,2,-5*,-17,-15[20 µM],5,1,-1,7
CCC1CCc2[nH]nc(C(=O)O)c2C1 (stereo not drawn),-2,1,4.3*,-10,-5[20 µM],5,-4,-10,5
CC1CN(S(=O)(=O)c2cccc(C(=O)NCc3ccc4c(c3)OCO4)c2)CC(C)O1 (stereo not drawn),-20,-7,.,-5,-22,-11,-3,1,6
N#Cc1ccccc1Sc1ccccc1C(=O)OCC(N)=O,-1,-3,-0.2,-16,-23,-7,5,2,-4
CN(O)/C=C/C(=O)c1ccc(Br)cc1,2,3,-0.026,-5,-19,-10,-2,0,-3
CCCCN(CC)CCNC(=O)CN1C(=O)COc2ccc(S(=O)(=O)N3CCCC3)cc21,-14,1,-0.16,-13,-12,-12,-2,5,-29
CCOC(=O)CCCCC(=O)c1[nH]c(=O)[nH]c1C[n+]1ccccc1,-4,3,0.72,5,-16,-8,8,-2,-4
Cc1cccc(C)c1NC(=O)CNC(=O)c1c(C)nn(C)c1Cl,-5,-8,0.2,-10,-17,-3,-1,-2,-12
CCOC(=O)NC1(Nc2cccc(Cl)c2)Oc2ccccc2O1,-2,-11,-0.094,-9,-19,-6,-2,0,4
COc1cc(OC)cc(C(=O)NNC(=S)NCc2ccco2)c1,-1,0,-0.1,-17,-22,-4,-2,2,-1
O=S1(=O)N=C(N2CCN(Cc3ccccc3)CC2)c2ccccc21,1,8,-6*,-11,-15,-6,-6,3,4
COc1ccc(Nc2nc(N)nc(CN3CCC(Cc4ccccc4)CC3)n2)cc1,-105,-1,-0.25,-12,-13,-22,2,1,5
Cc1ccc(C)c(C(=O)NC(C)CCc2ccccc2)c1 (stereo not drawn),-4,15,-3.5*,-12,-20,-4,-1,-4,1
CCOC(=O)CSC1=C(C#N)C(=O)NC(c2ccc(OC)cc2)S1 (stereo not drawn),-26,3,-0.095,0,-5[20 µM],-6,0,7,12
CN(C)S(=O)(=O)c1cccc(NC(=O)COc2cccc(C#N)c2)c1,-16,-6,-0.094,-20,-10,-18,0,11[fluorescence artefact?],-11
O=C1Nc2ccccc2N(O)N1c1cc(-c2ccc(Cl)cc2)[nH]n1,-4,.,1.3,-24,-15,-9,2,1,-3
CCc1nn(C(C)C(=O)NCCN2CCN(c3cccc(C)c3C)CC2)c(=O)c2cc3occc3n12 (stereo not drawn),26,15,-1.5,-3,-8,1,-6,-7,-9
COc1cc(O)ccc1C=O,5,5,0.43,-11,-18,-20,12,1,7
COc1cc2cc(CN(CCCO)S(=O)(=O)c3ccccc3)c(=O)[nH]c2cc1OC,10,2,0.62,-21,-20,-1,2,2,13
NC1=NN=C(N2N=C(c3ccc(Br)cc3)CC2(O)C(F)(F)F)n2ncnc2C1 (stereo not drawn),-16,10,-0.0097,1,-27,-2,-5,-1,-5
COc1ccccc1/C=C/C(=O)NCC(=O)N/N=C/c1ccccc1[N+](=O)[O-],-12,3,-1.1,-6,-16,7,29,0,53
O=C(Nc1ccncc1)C1COc2ccccc2O1 (stereo not drawn),-3,0,0.2,-14,-11[20 µM],-12,-2,0[fluorescence artefact?],-14[fluorescence artefact?]
COc1ccc(NS(=O)(=O)c2ccc(NC(=O)Cc3cccs3)cc2)cc1,-1,1,-0.0036,10,-17,-24,.,0,-9
O=C(CN(c1ccccc1)S(=O)(=O)c1ccc(Cl)cc1)Nc1ccccc1C(=O)N1CCCC1,-11,-4,-0.5,6,-5[20 µM],-2,-6,2,-5
CC(C)c1nc(SCC(=O)N2CCCC2)c2ccccc2n1,-1,-5,-0.28,14,-4,9,-3,5,8
CCn1c(=O)cc(OCC(=O)NCCc2ccc(OC)c(OC)c2)c2ccccc21,4,1,0.55,2,-32,4,13,0,-20
CCCNC(=O)COC(=O)c1n[nH]c2ccccc12,2,-2,-1.1,-10,-27,-14,-2,2,-9
Cc1ccc(CCC(=O)Nc2ccc(S(N)(=O)=O)cc2)o1,-22,-13,0.47,-17,-25[20 µM],-14,.,0,3
CC(C)NC(=O)CSc1nc(Cc2cccs2)nc2ccccc12,3,-3,2.4,-9,-7[20 µM],-6,-17,6,9
Cc1cccc(OCc2nnc(SCc3cc(=O)[nH]c4ccccc34)n2-c2ccccc2)c1,-2,-6,-1.1,-16,-10,-8,.,-6,-13
COc1ccc(-c2cc(C(F)(F)F)nc(N3CCN(Cc4ccccc4)CC3)n2)cc1OC,0,-8,.,5,-24,1,-2,8,0
Cc1ccc([N+](=O)[O-])cc1NC(=O)c1ccc(CSc2ccccc2)cc1,-4,10,0.83,-13,-5,-10,3,1,6
CCn1c2ccccc2c2cc(NC(=O)CSc3nnc(C4CC4)n3Cc3ccco3)ccc21,7,1,-0.66,-11,-21[20 µM],-11,-2,-2,0
Nc1cc(S(=O)(=O)Nc2ccccc2Cl)ccc1N1CCOCC1,2,-9,0.98,-13,-12,-23,-1,2,-19
Nc1nonc1C(=O)NC(c1ccccc1)c1ccccc1,3,3,0.78,-16,-16[20 µM],-7,2,1,2

# Next part:
SMILES,KLK5 inh,Thrombin inh,Cl transport mod,EBV gp42 block,Furin inh,p47phox inh,Rad51 HR inh,eIF4E 4G PPI,14-3-3 Bad PPI
CCCCNC(=S)N=Nc1c(O)n(Cc2ccccc2)c2ccccc12,-1,-3,8.8*,-5,-5,3,3,-4,9
CC(C)(C)c1ccc(/C=N/OCC(=O)NCc2ccc(F)cc2)cc1,-9,-3,-0.33,-2,-19,0,.,-3,2
O=P(c1ccccc1)(c1ccccc1)C(O)c1ccncc1 (stereo not drawn),-7,-3,.,8,-16,-10,4,-16,-4
O=C(Nc1ccccc1C(F)(F)F)N1CCCCCC1,0,8,-1.9,-30,-10[20 µM],0,6,-9,0
NS(=O)(=O)c1ccc(CCNC(=O)c2cc(-c3cccs3)nc3ccccc23)cc1,-12,-5,0.81,3,-29,5,16,0,-4
O=c1c2ccccc2nc(-c2ccco2)n1-c1nc2ccccc2s1,3,-12,-1.2,9,-17[20 µM],-5,-2,6,7
COc1ccc(NC(=O)COC(=O)CCCOc2ccc(Cl)cc2Cl)cc1,-12,-13,0.18,1,-9,-9,3,3,33
COc1ccccc1CC(=O)Nc1ccc(Cl)cc1C(=O)O,1,-3,-0.76,-3,-21,4,27,2,3
CCC(=O)Nc1cc(C)c(NC(=O)c2ccccc2OC)cn1,-6,-7,.,-15,-16,-21,1,2,3

# Some of these compounds in order of their number in Cl transport mod, descending:
molecule,Cl transport mod
O=C(O)/C=C/C(=O)NNC(=O)c1ccc(Cl)cc1Cl,0.23
CN(C)S(=O)(=O)c1cccc(NC(=O)COc2cccc(C#N)c2)c1,-0.094
CC(C)C(=O)OCCN=C1NS(=O)(=O)c2ccccc21,-5.6
